ELG1 repair inh – qHTS screen for small molecules that inhibit ELG1-dependent DNA repair in human embryonic kidney (HEK293T) cells expressing luciferase-tagged ELG1. 330,000 compounds, 2.3% hits. Potency, µM (titrated, usually from 46.1 µM), inactives show at the highest dose activity change, negative = inhibition, most hits filed as inhibitors. HEK293T ELG1-luciferase reporter, luminescence, 16 h; DNA damage induced by 5-fluorouridine; also: potency is read from the fitted curve at half-maximal effect; % is scaled to controls: 0 for no effect and ±100 for the full control effect; nearly all actives have a fitted effect of over 55% in size
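5-Fluorouridine DNA damage + compound/DMSO, 2,000 cells/well, 16 h, 37 °C/5% CO2. ONE-Glo, 30 min RT, luminescence. Readout = decrease in reporter signal.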
KCNH2 3.1 block – qHTS for Inhibitors of KCHN2 3.1: Mutant qHTS; Potassium voltage-gated channel subfamily H member 2, brain isoform KCNH2 3.1 (human); U2OS KCNH2 3.1, thallium flux FluxOr; active compounds read low; activity change, % (tested at about 1.8 µM); 340,000 compounds, 0.95% hits; AID 720553, 2013;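 active = maximum activity change below -70%; inconclusive = maximum activity change from -70% to -50%; inactive = maximum activity change above -50%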;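 also: thallium influx rate constant from kinetic fluorescence after stimulation buffer; % is scaled to controls: 0 for no effect and ±100 for the full control effect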
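We transduce U2OS cells with the mutant 3.1 virus, culture them overnight, load FluxOr with Red40 quencher for 45 min, then add stimulation buffer and read kinetically for 2 min to derive a normalized rate constant.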
Mito fusion act – qHTS Assay for Small Molecule Inhibitors of Mitochondrial Division or Activators of Mitochondrial Fusion. S. cerevisiae fusion-defective mutant growth rescue, CellTiterGlo 48 h. 320,000 compounds, 0.23% hits. Potency, µM (doses to about 46.1 µM), for inactives: at the highest dose growth rescue (activation), usual class: activators;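 also: potency is read from the fitted curve at half-maximal effect; % of control where 0% means no effect; nearly all actives have a fitted effect of over 45% in size; temperature-sensitive fusion mutants such as fzo1-1 at 37 °C on non-fermentable ethanol glycerol medium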
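Temperature-sensitive fusion-defective S. cerevisiae (e.g. fzo1-1, mgm1-5) were grown with compound in YPEG medium (3% ethanol, 3% glycerol) for 48 hours at 37C. Growth rescue was measured as viability by CellTiterGlo luminescence after 10 minutes at ambient.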
TRPV1 agonist – HTS Assay for Compounds that Act as Agonists of the Vanilloid Receptor 1 | Transient receptor potential cation channel subfamily V member 1 (Homo sapiens), Q8NER1 | TRPV1-expressing cells, Fluo-8 calcium influx, agonist mode | activation, % at 8.33 µM | 320,000 compounds, 0.19% hits | AID 540275, 2011; in the data active = activation above about 80%; inconclusive = between about 30% and that limit; also: 0% is about no effect
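Fluo-8 calcium influx in TRPV1-expressing cells, kinetic read (ex 480/em 520 nm). Compound added and read 3 min for agonist activity, followed by capsaicin at EC20 final and 2 min further read for enhancement.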
TSHR antag – Antagonists of the Thyroid Stimulating Hormone Receptor: HTS campaign; 330,000 compounds, 0.2% hits; Thyrotropin receptor (Homo sapiens), P16473; activity change, negative = inhibition, % at 11.5 µM; AID 504810, 2011; TSHR-expressing cells, TSH-stimulated cAMP HTRF, 2 h; active compounds read low;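 active = activity change below a set negative limit, meaning inhibition stronger than a set level, cut at about -70% in these data; inconclusive = activity change between two set negative limits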; also: % is scaled to controls: 0 for no effect and ±100 for the full control effect
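Read-out is FRET at 665 nm (cryptate excitation 337 nm) from a cryptate-tagged anti-cAMP antibody, competed by cell cAMP against cAMP-d2. Compounds are tested on freshly harvested TSHR cells challenged with 4nM TSH (EC80) for 2 hours at 37 deg C.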
Eya2 inh – qHTS Assay for Inhibitors of the Phosphatase Activity of Eya2; Protein phosphatase EYA2 (Homo sapiens), O00167; recombinant Eya2, OMFP fluorescence dephosphorylation (OMFP is methylfluorescein phosphate); Potency, µM (top dose mostly 76.9 µM), for inactives: at the top dose activity, negative = inhibition, most hits filed as inhibitors; 330,000 compounds, 0.006% hits; AID 488837, 2010; also: potency is read from the fitted curve at half-maximal effect; % is scaled to controls: 0 for no effect and ±100 for the full control effect
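Eya2 (0.2 uM) preincubated 10 min at ambient with compound, then OMFP substrate added at 50 uM; 10 min reaction in 50 mM HEPES pH 7.5, 50 mM NaCl, 5 uM MgCl2, 0.05% BSA, 1 mM DTT. Fluorescence read at Ex 485/Em 525 nm.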
USP2a inh – qHTS Assay for Inhibitors of Ubiquitin-specific Protease USP2a Using CHOP2 as the Reporter; Ubiquitin carboxyl-terminal hydrolase 2 (Homo sapiens), O75604; USP2 core, Ub-CHOP2 coupled fluorogenic reporter, 485/531; Potency, µM (doses to about 38.3 µM), without a hit: at the top dose activity change, negative = inhibition, actives largely listed as inhibitors; 330,000 compounds, 0.01% hits; AID 463254, 2010;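 also: potency is read from the fitted curve at half-maximal effect; plate controls were DMSO wells for no effect and full inhibition by NEM control for full effect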
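USP2 core (10nM final) preincubated 30min RT with compound in 20mM Tris-HCl pH 8.0, 2mM CaCl2, 2mM beta-mercaptoethanol, 0.05% CHAPS; 25nM Ub-CHOP2 plus 25nM reporter substrate added, fluorescence (Ex485/Em531) read after 60min.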
KCNH2 WT inh – qHTS for Inhibitors of KCHN2 3.1: Wildtype qHTS | Voltage-gated inwardly rectifying potassium channel KCNH2 (Homo sapiens), Q12809 | U2OS, BacMam KCNH2, thallium flux FluxOr; active compounds read low | activity change, % at 1.84 µM | 340,000 compounds, 0.37% hits;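 active = maximum activity change below -70%; inconclusive = maximum activity change between -70% and -50%; inactive = maximum activity change above -50%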; also: % is scaled to controls: 0 for no effect and ±100 for the full control effect
Target sequence (Q12809 whole entry, looked up): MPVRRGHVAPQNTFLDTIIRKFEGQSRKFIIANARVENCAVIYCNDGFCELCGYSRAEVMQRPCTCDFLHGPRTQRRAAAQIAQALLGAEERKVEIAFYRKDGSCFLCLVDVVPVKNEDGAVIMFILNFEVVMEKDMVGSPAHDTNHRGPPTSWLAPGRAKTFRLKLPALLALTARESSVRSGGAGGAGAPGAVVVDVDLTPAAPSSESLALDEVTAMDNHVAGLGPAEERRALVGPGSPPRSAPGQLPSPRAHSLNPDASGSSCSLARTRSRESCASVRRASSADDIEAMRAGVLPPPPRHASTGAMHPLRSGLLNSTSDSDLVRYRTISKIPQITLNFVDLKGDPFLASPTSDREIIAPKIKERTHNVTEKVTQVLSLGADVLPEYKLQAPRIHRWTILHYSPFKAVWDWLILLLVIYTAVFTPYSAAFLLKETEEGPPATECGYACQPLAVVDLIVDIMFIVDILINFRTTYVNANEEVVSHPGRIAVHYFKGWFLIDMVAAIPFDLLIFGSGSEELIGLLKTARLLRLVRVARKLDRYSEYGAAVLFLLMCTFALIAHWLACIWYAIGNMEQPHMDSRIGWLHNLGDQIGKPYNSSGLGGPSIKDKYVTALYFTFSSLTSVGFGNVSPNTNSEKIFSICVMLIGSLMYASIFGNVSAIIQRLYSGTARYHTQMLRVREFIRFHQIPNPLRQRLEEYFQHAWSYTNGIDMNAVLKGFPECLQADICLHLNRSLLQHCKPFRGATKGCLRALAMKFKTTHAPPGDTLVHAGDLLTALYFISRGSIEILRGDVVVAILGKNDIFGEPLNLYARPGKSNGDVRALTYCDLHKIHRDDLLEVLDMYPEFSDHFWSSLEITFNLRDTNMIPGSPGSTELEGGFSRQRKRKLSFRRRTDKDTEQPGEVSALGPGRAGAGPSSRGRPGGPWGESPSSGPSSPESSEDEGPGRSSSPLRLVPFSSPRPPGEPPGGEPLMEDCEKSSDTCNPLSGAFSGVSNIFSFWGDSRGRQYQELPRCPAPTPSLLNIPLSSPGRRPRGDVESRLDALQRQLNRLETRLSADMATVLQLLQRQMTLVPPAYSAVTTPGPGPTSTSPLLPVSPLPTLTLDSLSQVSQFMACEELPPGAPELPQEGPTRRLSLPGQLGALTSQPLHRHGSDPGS
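U2OS cells transduced with wild-type KCNH2 virus are loaded with FluxOr dye for 45 min, and thallium flux is measured in kinetic reads before and after stimulation buffer. Rate constants are normalized to DMSO controls.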
A-T KAP1 phos – qHTS Assay for Identifying a Potential Treatment of Ataxia-Telangiectasia; 320,000 compounds, 0.19% hits; […] A-T fibroblasts, KAP-1 phosphorylation AlphaLISA; neocarzinostatin DNA damage 30 min before lysis; AID 485349, 2010; Potency, µM (doses to about 57.5 µM), inactives show at the top dose activation, most hits filed as activators; also: potency is read from the fitted curve at half-maximal effect; % of control where 0% means no effect; nearly all actives have a fitted effect of over 45% in size
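ATM-like activity read as KAP-1 phosphorylation via AlphaLISA donor/acceptor antibody pairs after lysis and 6 hr at 25C. Cells were ATM-null patient fibroblasts ([…], hTERT), dosed 60 min, then exposed to the DSB inducer NCS for 30 min.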
TCR activator – Activators of T cell receptors: qHTS campaign; Potency, µM (highest dose often 9.22 µM), for the others: at the highest dose activation of IL-2 secretion, usual class: activators; 330,000 tested, under 10 active; AID 504894, 2011; primary human leukocytes, anti-CD3, IL-2 HTRF, 48 h; also: % of control where 0% means no effect
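TCR engagement came from a-CD3 beads alone, with compounds added to primary human leukocytes for 48 hr. Secreted IL-2 bridged europium cryptate- and d2-labelled anti-IL-2 antibodies, giving FRET emission at 665nm after 320nm excitation.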
An asterisk follows results filed as active; [ ] = remark or other dose. Unless noted, calls follow the shape of the dose curve; as a rule, active = well fitted curve in the direction sought with a large enough effect; inconclusive = small, poorly fitted or top-dose-only effect, or another doubt; inactive = no such curve, though single readings can be large; an effect the other way counts as inactive or inconclusive. An excerpt; count on the stated rates, not on these rows.

Screening COc1cccc(C(=O)Oc2cc3c4c(c2)C(C)=CC(C)(C)N4C(=O)C3=O)c1 returned ELG1 repair inh inconclusive, KCNH2 3.1 block -13, Mito fusion act 4%, TRPV1 agonist 2, TSHR antag 2, Eya2 inh 4%, USP2a inh -2%, KCNH2 WT inh 0 and A-T KAP1 phos -6%.
`COP(=O)(OC)C(Nc1ccc(Cl)cc1)c1ccccc1` (stereo not drawn) gave ELG1 repair inh 1%, KCNH2 3.1 block 10, Mito fusion act 5%, TRPV1 agonist 4, TSHR antag 9, Eya2 inh 6%, USP2a inh 0%, KCNH2 WT inh 7 and A-T KAP1 phos 6%.
COc1ccc(/C=N/NC(=S)Nc2c(C)n(C)n(-c3ccccc3)c2=O)cc1OC was read as ELG1 repair inh 1%, KCNH2 3.1 block -3, Mito fusion act 4%, TSHR antag 5, Eya2 inh 0%, USP2a inh 0%, KCNH2 WT inh -5, A-T KAP1 phos -17% and TCR activator 2%.
Screening CC(=O)c1cnc2c(-c3ccccc3)cnn2c1C returned ELG1 repair inh inconclusive, KCNH2 3.1 block 4, Mito fusion act 4%, TRPV1 agonist 4, TSHR antag 0, Eya2 inh -6%, USP2a inh 4%, KCNH2 WT inh -21, A-T KAP1 phos -3% and TCR activator -3%.
Cc1nc2ccccc2c(-c2ccccc2)c1C(=O)c1ccccc1 was read as ELG1 repair inh -19%, KCNH2 3.1 block -2, Mito fusion act 9%, TRPV1 agonist 15, TSHR antag -10, Eya2 inh 3%, USP2a inh 1%, KCNH2 WT inh 2, A-T KAP1 phos 8% and TCR activator 0%.
For CCCCc1nc2cc(C(=O)N3CCCCC3CCNC(C)=O)ccc2o1 (stereo not drawn) the results were ELG1 repair inh 13%, KCNH2 3.1 block 9, Mito fusion act -1%, TRPV1 agonist 0, TSHR antag 18, Eya2 inh 10%, USP2a inh -1%, KCNH2 WT inh 4, A-T KAP1 phos -5% and TCR activator 0%.
For CCCCSc1nnc(C)c(=O)[nH]1 the results were ELG1 repair inh 7%, KCNH2 3.1 block 3, Mito fusion act 1%, TRPV1 agonist -2, TSHR antag -5, Eya2 inh 26%, USP2a inh 2%, KCNH2 WT inh 3, A-T KAP1 phos 3% and TCR activator 1%.
For O=C1c2ccccc2C(=O)C12OC2c1cccc2ccccc12 (stereo not drawn) the results were ELG1 repair inh 4%, KCNH2 3.1 block 48, Mito fusion act 1%, TRPV1 agonist -11, TSHR antag 0, Eya2 inh -2%, USP2a inh 1%, KCNH2 WT inh -6, A-T KAP1 phos 16% and TCR activator -1%[46.1 µM].
COc1ccc(CCNC(=O)c2ccc(NC3=NC4CS(=O)(=O)CC4S3)cc2)cc1OC (stereo not drawn) was read as ELG1 repair inh 16%, KCNH2 3.1 block 3, Mito fusion act 3%, TRPV1 agonist 1, TSHR antag 4, Eya2 inh 4%, USP2a inh 0%, KCNH2 WT inh -1, A-T KAP1 phos -21% and TCR activator 9%.
For O=S(=O)(NC1CCCCC1Nc1ccccc1)c1ccccc1 (stereo not drawn) the results were ELG1 repair inh -3%, KCNH2 3.1 block 1, Mito fusion act -1%, TRPV1 agonist 1, TSHR antag -2, Eya2 inh -1%, USP2a inh 2%, KCNH2 WT inh inactive, A-T KAP1 phos 4% and TCR activator 2%[46.1 µM].
Screening O=C(NC1CCCCCCC1)c1ccc(F)cc1 returned ELG1 repair inh inconclusive, KCNH2 3.1 block 10, Mito fusion act 5%, TRPV1 agonist inconclusive, TSHR antag -15, Eya2 inh -6%, USP2a inh 4%, KCNH2 WT inh 11, A-T KAP1 phos -9% and TCR activator 7%.
Screening Nc1ncnc(Nc2cc(C(F)(F)F)cc(C(F)(F)F)c2)n1 returned ELG1 repair inh 6%, KCNH2 3.1 block 1, Mito fusion act 7%, TRPV1 agonist 4, TSHR antag -14, Eya2 inh -5%, USP2a inh 6%, KCNH2 WT inh 0, A-T KAP1 phos 16% and TCR activator -3%.
`Cc1noc(C)c1S(=O)(=O)N(C)C[C@H]1Oc2ccc(NC(=O)Cc3ccccc3)cc2C(=O)N([C@H](C)CO)C[C@@H]1C` gave ELG1 repair inh -15%, KCNH2 3.1 block 12, TSHR antag -8, Eya2 inh -12%, USP2a inh 1%, KCNH2 WT inh -10, A-T KAP1 phos 5% and TCR activator 5%.
For CSc1ncccc1C(=O)Nc1ccncc1 the results were ELG1 repair inh 28%, KCNH2 3.1 block -14, Mito fusion act 2%, TRPV1 agonist -3, TSHR antag 55, Eya2 inh 5%, USP2a inh 4%, KCNH2 WT inh 2, A-T KAP1 phos -11% and TCR activator -1%.
For S=c1[nH]c2ncccc2o1 the results were ELG1 repair inh 0%, KCNH2 3.1 block -15, Mito fusion act 1%, TRPV1 agonist 1, TSHR antag -8, Eya2 inh 18%, USP2a inh 2%, KCNH2 WT inh 11, A-T KAP1 phos -5% and TCR activator -10%.
`COc1cccc(CNC(=O)C2CCN(S(=O)(=O)N3CCCC3)CC2)c1` gave ELG1 repair inh 7%, KCNH2 3.1 block 2, Mito fusion act -2%, TRPV1 agonist 8, TSHR antag 14, Eya2 inh -7%, USP2a inh 2%, KCNH2 WT inh 5, A-T KAP1 phos 5% and TCR activator -6%.
For Nc1nonc1-n1nnc(C(=O)N/N=C/c2ccoc2)c1-c1ccccc1 the results were ELG1 repair inh 3%, KCNH2 3.1 block 3, Mito fusion act -2%, TRPV1 agonist 3, TSHR antag 5, Eya2 inh 0%, USP2a inh 4%, KCNH2 WT inh -3, A-T KAP1 phos -3% and TCR activator 2%.
Screening O=C(NCCOc1ccccc1)c1ccccc1 returned ELG1 repair inh inconclusive, KCNH2 3.1 block -3, Mito fusion act 0%, TRPV1 agonist 7, TSHR antag 3, Eya2 inh -1%, USP2a inh -2% and KCNH2 WT inh 34.
Screening COc1cc(/C=N/N=C2/NC(=O)C(c3ccccc3)S2)ccc1O (stereo not drawn) returned ELG1 repair inh 27%, KCNH2 3.1 block -25, Mito fusion act -9%, TRPV1 agonist 0, TSHR antag 10, Eya2 inh 2%, USP2a inh -1%, KCNH2 WT inh 0, A-T KAP1 phos 2% and TCR activator 4%.
For COc1cccc(NC(=S)N(CCC(C)C)C2CCN(C(C)=O)CC2)c1 the results were ELG1 repair inh 1%, KCNH2 3.1 block -2, Mito fusion act -22%, TRPV1 agonist 4, TSHR antag -5, Eya2 inh -8%, USP2a inh 1%, KCNH2 WT inh -3, A-T KAP1 phos -2% and TCR activator -56%.
O=C(c1ccco1)N1CCN(CC(=O)N2c3ccccc3CCc3ccccc32)CC1 was read as ELG1 repair inh -9%, KCNH2 3.1 block -4, Mito fusion act 2%, TRPV1 agonist -3, TSHR antag 1, Eya2 inh 18%, USP2a inh 0%, KCNH2 WT inh 0 and A-T KAP1 phos -2%.
Cc1ccc(CNS(=O)(=O)c2cc3c4c(c2)C(C)C(=O)N4CCC3)cc1 (stereo not drawn) was read as ELG1 repair inh -5%, KCNH2 3.1 block 9, Mito fusion act 2%, TRPV1 agonist 3, TSHR antag 4, Eya2 inh -3%, USP2a inh 1%, KCNH2 WT inh 2, A-T KAP1 phos 0% and TCR activator -3%.
Screening Cc1sc2ncnc(N(C)CCc3ccccn3)c2c1C returned ELG1 repair inh -10%, KCNH2 3.1 block 6, Mito fusion act 0%, TRPV1 agonist 5, TSHR antag -1, Eya2 inh 9%, USP2a inh 0%, KCNH2 WT inh 3, A-T KAP1 phos -9% and TCR activator -3%.
`CC(Nc1cc(N2CCNCC2)ccc1[N+](=O)[O-])c1ccccc1` (stereo not drawn) gave ELG1 repair inh 0%, KCNH2 3.1 block -29, Mito fusion act -15%, TRPV1 agonist inconclusive, TSHR antag -4, Eya2 inh -6%, USP2a inh 2%, KCNH2 WT inh -2, A-T KAP1 phos 12% and TCR activator -9%[46.1 µM].
`CCSc1nnc(NC(=O)CSc2nc3c(cc2C#N)CCCC3)s1` gave ELG1 repair inh inconclusive, KCNH2 3.1 block -25, Mito fusion act 5%, TRPV1 agonist -2, TSHR antag -7, Eya2 inh -3%, USP2a inh 1%, KCNH2 WT inh -10, A-T KAP1 phos -4% and TCR activator 0%.

Bioassay records deposited in PubChem by National Center for Advancing Translational Sciences (NCATS).
